# DAGLB inhibitor: DAGLB lipase inhibitors, primary screen, biochemical, fluorescence, HTS; AID 504411, 2011; Diacylglycerol lipase-beta (Homo sapiens), Q8NCG7; HEK293T DAGLB membrane lysate, EnzChek fluorogenic substrate; inhibition, % at 5.17 µM; 0.059% of 340,000 active; in the data active = inhibition above about 34%;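 note: 0% = enzyme with vehicle and 100% = wells lacking enzyme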
# Target sequence (Q8NCG7 whole entry, looked up): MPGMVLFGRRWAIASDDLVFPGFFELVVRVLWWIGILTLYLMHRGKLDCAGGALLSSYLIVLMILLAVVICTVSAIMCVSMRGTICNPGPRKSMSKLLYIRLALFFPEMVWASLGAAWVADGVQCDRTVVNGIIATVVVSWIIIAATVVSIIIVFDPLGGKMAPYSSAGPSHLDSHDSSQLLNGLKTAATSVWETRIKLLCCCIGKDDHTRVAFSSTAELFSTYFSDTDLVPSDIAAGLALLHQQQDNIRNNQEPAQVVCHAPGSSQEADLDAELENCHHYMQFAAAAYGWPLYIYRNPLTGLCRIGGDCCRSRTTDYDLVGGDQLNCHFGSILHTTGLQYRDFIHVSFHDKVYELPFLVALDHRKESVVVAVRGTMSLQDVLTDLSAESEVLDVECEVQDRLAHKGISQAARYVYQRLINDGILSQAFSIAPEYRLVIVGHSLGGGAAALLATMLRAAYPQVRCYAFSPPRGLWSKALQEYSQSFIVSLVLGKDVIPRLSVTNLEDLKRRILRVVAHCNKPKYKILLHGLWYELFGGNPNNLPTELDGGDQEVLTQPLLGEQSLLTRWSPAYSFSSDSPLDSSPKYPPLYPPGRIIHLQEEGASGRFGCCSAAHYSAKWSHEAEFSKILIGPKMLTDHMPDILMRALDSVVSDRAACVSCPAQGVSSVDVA
# MOR-DOR ag: agonists of OPRM1-OPRD1 heterodimerization, primary screen, cell-based, luminescence | cells | AID 504326, 2011 | activation, % at 9.3 µM | Mu-type opioid receptor (Homo sapiens) + Delta-type opioid receptor (Homo sapiens), … | 0.3% of 340,000 active; in the data active = activation above about 18%;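 note: 0% = vehicle-treated cells and 100% = reference agonist; values of inactives mirror those of a sister screen read the other way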
# PKA-R1A activ: activators of PKA-R1A holoenzyme, primary screen, biochemical, fluorescence polarization, Cy5-IP20, bovine R1A, mouse PKAc | 0.083% of 340,000 active | activation, % at 11.4 µM | PKA-R1A dissociation; scaled: DMSO 0%, 113 µM cGMP 100% | AID 504707, 2011 | cAMP-dependent protein kinase type I-alpha regulatory subunit (Bos taurus) + …;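 active = percent activation above the mean of all tested compounds plus 3 SD, cut at about 19% in these data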;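 note: higher means more PKAc released from R1A so a rise in polarization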
# Arr AP2 block: inhibitors of beta-arrestin/AP2 binding, primary screen, biochemical, GPCR trafficking, flow cytometry. FITC-arrestin peptide / GST-AP2 beads; AP2 beta2 appendage carries R879A mutation. beta-arrestin 1 C-terminal peptide binding to AP2 beta2-adaptin appendage (human). 0.31% of 340,000 active. inhibition, % at 10 µM;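 active = inhibition above a set limit, near 3 SD of compounds lacking own fluorescence, cut at about 54% in these data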;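 note: plate controls were DMSO wells for no effect and 5 µM unlabelled arrestin peptide for full effect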
#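 System: GST-tagged AP2 beta2-adaptin appendage (R879A) on 4 µm glutathione beads / Reagent: FITC-arrestin peptide, 50 nM / Detection: HyperCyt-sampled flow cytometry, FL1 channel, ex 488/em 535 nm / Timing: 12 min plus 1 h, RT / Buffer or medium: PBS plus Tween 20 (0.05%) and BSA (0.1%)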
# DSG3 Ab inh: inhibitors of pemphigus antibody binding to DSG3, primary screen, biochemical, bead-based, flow cytometry, scFv-GFP. 0.48% of 310,000 active. DSG3-coupled beads, scFv-anti-DSG3-GFP binding; stronger effect = lower value. Desmoglein-3 (Homo sapiens), P32926. AID 588358, 2011. binding (percent of control), % at 10 µM;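 active = binding more than 3 SD below its plate's average and above zero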;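 note: hits lower antibody fragment binding to DSG3; some compounds called inactive have numbers as strong as hits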
# OPRM1-OPRD1 inv: inverse agonists of MOR-DOR heterodimerization, primary screen, cell-based, luminescence; Mu-type opioid receptor (Homo sapiens) + Delta-type opioid receptor (Homo sapiens), …; cell-based MOR-DOR heterodimer luminescence, inverse agonism; inhibition, % at 9.3 µM; 0.21% of 340,000 active; in the data active = inhibition above about 22%, passing the limit was not always enough;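 note: 0% = cells with DMSO and 100% = wells without cells with DMSO; values of inactives mirror those of a sister screen read the other way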
# HTR5A inv ctr: HTR5A inverse agonists in luminescence cell assay, primary screen, counter-screen for OPRM1-OPRD1 heterodimer inverse agonist project, full-deck HTS. 5-hydroxytryptamine receptor 5A (Homo sapiens), P47898. HTR5A cell line, inverse agonism. AID 504634, 2011. 0.083% of 340,000 active. inhibition, % at 9.3 µM; in the data active = inhibition mostly above about 23%, no sharp cut-off; inactive = mostly below about 18%;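 note: 0% = cells with DMSO and 100% = no-cell wells with DMSO; some compounds called inactive have numbers as strong as hits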
# PKA-R2B act: activators of PKA-R2B holoenzyme, primary screen, biochemical, fluorescence polarization, Cy5-IP20, human; PKA-R2B holoenzyme dissociation; R2B truncated from residue 108, S112A mutant; 0% DMSO only, 100% 113 µM cGMP; activation, % at 11.4 µM; 0.079% of 340,000 active; AID 504700, 2011;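 active = activation above a cutoff set at the mean over all compounds plus 3 SD, cut at about 18% in these data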;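 note: higher means more holoenzyme dissociation and a rise in polarization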
# Target sequence (P31323 whole entry, looked up, other chains not shown, the tested form may be a part): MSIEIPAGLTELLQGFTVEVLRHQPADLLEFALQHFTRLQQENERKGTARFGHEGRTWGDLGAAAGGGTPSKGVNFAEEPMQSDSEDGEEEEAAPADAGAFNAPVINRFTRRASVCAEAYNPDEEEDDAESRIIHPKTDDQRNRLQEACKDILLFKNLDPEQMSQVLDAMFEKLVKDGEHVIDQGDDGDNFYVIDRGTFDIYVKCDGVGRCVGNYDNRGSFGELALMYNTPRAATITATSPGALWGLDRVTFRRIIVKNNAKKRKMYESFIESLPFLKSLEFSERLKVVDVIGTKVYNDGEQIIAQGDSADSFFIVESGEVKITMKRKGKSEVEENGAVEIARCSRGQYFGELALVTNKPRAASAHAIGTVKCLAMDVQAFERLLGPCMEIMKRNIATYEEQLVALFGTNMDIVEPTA
# V-ATPase pH: regulators of yeast V-ATPase proton pumping, primary screen, pHLuorin cytosolic pH fluorescence; S. cerevisiae; response, % at 10 µM; 0.37% of 350,000 active; in the data active = response mostly above about 7.3%, no sharp cut-off; inactive = mostly below about 5.4%; note: actives read high; inactives centre near 0; some compounds called inactive have numbers as strong as hits; reference of the scale not given here
# HTR5A ag: HTR5A agonists in luminescence cell assay, primary screen, counter-screen for OPRM1-OPRD1 heterodimer agonist project, full-deck HTS; 5-hydroxytryptamine receptor 5A (Homo sapiens), P47898; cell-based; activation, % at 9.3 µM; 0.61% of 340,000 active; AID 504692, 2011; in the data active = activation mostly above about 9.5%, no sharp cut-off; inactive = mostly below about 7.6%;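 note: 0% = cells with vehicle only and 100% = reference agonist; strong numbers were not always called active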
# * hit, by the source's call; i = inactive; x = not tested or not shown.
SMILES,DAGLB inhibitor,MOR-DOR ag,PKA-R1A activ,Arr AP2 block,DSG3 Ab inh,OPRM1-OPRD1 inv,HTR5A inv ctr,PKA-R2B act,V-ATPase pH,HTR5A ag
c1ccc(Cn2c(NCc3ccccn3)nc3ccccc32)cc1,3,-1.6,-2,23,106,8,-8,-1,1,3
O=C(CCCN1C(=O)c2cccc3cccc(c23)C1=O)NCc1ccco1,0,1.1,-5,-11,76,-6,-2,-13,6,3
CCC(CC)NC(=O)Cc1ccccc1OC,0,-1.8,7,-4,x,8,-3,1,-10,4
CC(=O)c1ccc(NC(=O)c2noc(C(C)C)c2[N+](=O)[O-])cc1,2,4.7,-8,2,88,-31,-5,-6,-2,2
CCOc1ccc(Cl)cc1S(=O)(=O)NCc1ccccn1,-2,-1.9,2,-3,97,11,13,-10,-4,-5
Fc1cccc(F)c1CSc1nc2ccccc2[nH]1,-1,0.8,-12,-2,101,-4,12,1,3,2
O=C(c1ccco1)N1CCN(C(=S)Nc2ccc(F)c(Cl)c2)CC1,0,0.5,1,0,113,-2,18,-2,-6,-7
Cc1nnc(SCC(=O)N(C(C)C)C(C)C)[nH]c1=O,0,-2.6,-3,43,93,12,1,2,-3,0
N#CCSc1ccccc1NC(=O)COC(=O)CCNC(=O)c1ccc([N+](=O)[O-])cc1,-1,-0.3,0,6,116,2,-9,7,2,4
N#C/C(=N\Nc1ccccc1)C(=N)N1CCCCCC1,1,-1.5,-6,3,99,8,-22,-9,3,-3
Cc1cc(NC(=O)NC(=O)c2ccc(F)cc2F)n[nH]1,-7,-2.2,0,2,95,12,-8,-3,4,3
CC(C)NC(=O)c1[nH]nc2c1CCc1ccccc1-2,-1,-1.8,11,9,93,10,-12,-7,-1,3
COc1ccc(OCC(=O)Nc2cccc(C(C)=O)c2)cc1,-5,3.3,-14,1,x,-21,-4,-6,1,0
Cc1cc(C(=O)NC(C)CCC(C)C)c2ccccc2n1 (configuration not stated),1,-0.9,1,-24,107,5,-17,5,0,-7
O=C(NCC1CCCO1)c1ccc(Cl)c(F)c1F (configuration not stated),4,-0.9,-10,-1,97,5,5,5,-8,1
Cc1ccc(N(C)C(=O)C2CCCN2S(=O)(=O)c2cccc3nsnc23)cc1 (configuration not stated),0,-2.8,-5,5,88,15,-13,-1,2,-1
Cc1ccc(C(=O)NNC(=O)c2ccc(NC(=O)C(C)(C)C)cc2)cc1,-1,-2.6,-4,-3,110,14,-20,-4,4,7
COc1ccccc1OCC#CCSc1ncccn1,-2,-3.0,-3,-4,108,15,15,3,2,0
O=C(CSc1nc2ncc(Cl)cc2[nH]1)N1CCC(Cc2ccccc2)CC1,-3,-2.2,3,9,86,9,10,-10,-1,-4
Cc1ccc(CNC(=O)c2ccccc2NC(=O)C2=CSCCO2)cc1,-2,3.1,8,4,105,-15,-1,-10,11,1
Cc1noc(C)c1CSCC(=O)Nc1cc(S(=O)(=O)N2CCOCC2)ccc1OC(C)C,0,-3.1,-14,-2,102,15,7,1,4,2
O=C(C1CC(=O)N(c2ccc3c(c2)OCCO3)C1)N1CCN(S(=O)(=O)c2cccc(F)c2)CC1 (configuration not stated),-5,-2.1,-13,-3,106,11,4,-4,0,-2
Cc1cc(N/N=C/c2ccncc2)c([N+](=O)[O-])cc1[N+](=O)[O-],-3,-0.1,-13,15,106,1,-11,0,-3,0
CCN(CC)CCNC(=O)CN1C(=O)CSc2ccc(S(=O)(=O)N3CCOCC3)cc21,-8,x,4,x,97,x,x,-1,1,x
C[C@@H]1ON(C2CCCCC2)[C@H]2c3nc4ccccc4n3C[C@@H]12,-1,-2.8,-5,-6,103,16,18,-7,-1,-7
NC(=O)C1CCN(Cc2nc3c(Br)cc(Br)cc3c(=O)[nH]2)CC1,3,-2.8,7,-17,x,13,-36,-1,0,-1
C=CCN1C(=O)CN=C1NCc1ccccc1,2,-0.3,6,-14,105,2,-23,-8,0,3
O=C(Nc1nc2ccc(F)cc2s1)C1CCCO1 (configuration not stated),2,-1.1,-6,29,101,6,-13,6,1,6
COc1cc2[nH]c(=O)c(C(=O)NCCCN3CCOCC3)c(O)c2cc1OC,2,-0.7,8,2,103,4,4,0,0,-1
CC(CCc1ccccc1)NC(=O)C1CCC1 (configuration not stated),-1,-0.8,6,-27,x,4,-10,4,-3,4

# 9 structures already listed, ordered by SMILES length, ascending.
SMILES,DAGLB inhibitor,MOR-DOR ag,PKA-R1A activ,Arr AP2 block,DSG3 Ab inh,OPRM1-OPRD1 inv,HTR5A inv ctr,PKA-R2B act,V-ATPase pH,HTR5A ag
CC(CCc1ccccc1)NC(=O)C1CCC1 (configuration not stated),-1,-0.8,6,-27,x,4,-10,4,-3,4
O=C(Nc1nc2ccc(F)cc2s1)C1CCCO1 (configuration not stated),2,-1.1,-6,29,101,6,-13,6,1,6
Cc1ccc(CNC(=O)c2ccccc2NC(=O)C2=CSCCO2)cc1,-2,3.1,8,4,105,-15,-1,-10,11,1
NC(=O)C1CCN(Cc2nc3c(Br)cc(Br)cc3c(=O)[nH]2)CC1,3,-2.8,7,-17,x,13,-36,-1,0,-1
COc1cc2[nH]c(=O)c(C(=O)NCCCN3CCOCC3)c(O)c2cc1OC,2,-0.7,8,2,103,4,4,0,0,-1
C[C@@H]1ON(C2CCCCC2)[C@H]2c3nc4ccccc4n3C[C@@H]12,-1,-2.8,-5,-6,103,16,18,-7,-1,-7
Cc1cc(N/N=C/c2ccncc2)c([N+](=O)[O-])cc1[N+](=O)[O-],-3,-0.1,-13,15,106,1,-11,0,-3,0
Cc1noc(C)c1CSCC(=O)Nc1cc(S(=O)(=O)N2CCOCC2)ccc1OC(C)C,0,-3.1,-14,-2,102,15,7,1,4,2
O=C(C1CC(=O)N(c2ccc3c(c2)OCCO3)C1)N1CCN(S(=O)(=O)c2cccc(F)c2)CC1 (configuration not stated),-5,-2.1,-13,-3,106,11,4,-4,0,-2

# New compounds follow.
SMILES,DAGLB inhibitor,MOR-DOR ag,PKA-R1A activ,Arr AP2 block,DSG3 Ab inh,OPRM1-OPRD1 inv,HTR5A inv ctr,PKA-R2B act,V-ATPase pH,HTR5A ag
CC(C)N(C(=O)[C@H]1C[C@H](CC(=O)NCCC2=CCCCC2)C(=O)N2CCc3c([nH]c4cc(CCC(=O)N(C)C)ccc34)[C@]12C)C(C)C,7,-3.8,-6,11,101,19,0,-5,-1,0
O=C(CN1CCN(CCN2C(=O)c3cccc4cccc(c34)C2=O)CC1)c1ccc(F)cc1,3,0.1,0,12,x,-1,-12,-8,-1,-1
CCOC(=O)c1oc2c(c1C)/C(=N/O)CCC2,0,-1.8,5,6,104,11,-16,0,2,2
CCC(C)n1c(SCC(=O)NC(=O)c2cccn2C)nc2ccccc2c1=O (configuration not stated),0,-1.3,2,13,x,6,-37,-5,-1,7
Cc1ccc(-n2c(-c3c(-c4ccccc4)noc3C)n[nH]c2=S)cc1,2,-0.8,-5,-10,108,4,-10,1,-2,4
COc1cc(OC)c(OC)cc1C=NCC1(c2ccccc2)CCCC1,-1,-1.5,1,2,96,9,4,-8,3,8
COc1ccccc1CNC(=O)CN1CCC(NC(=O)c2ccccc2F)CC1,-3,-1.3,-2,-1,108,7,10,-3,0,4
CCOC(=O)C1CCN(C(=O)COC(=O)CNC(=O)c2ccc(OC)cc2)CC1,-1,-2.1,-6,-19,102,11,0,4,1,0
COc1ccc(S(=O)(=O)Nc2cccnc2)cc1OC,1,0.5,-2,14,114,-3,5,3,-4,3
CCCc1nc2nc(C)c(NS(=O)(=O)c3ccc(CC(C)C)cc3)c(=O)n2[nH]1,1,-0.3,0,13,98,1,-12,5,1,4
Cc1ccc(S(=O)(=O)/N=C(/Nc2ccc([N+](=O)[O-])cc2[N+](=O)[O-])c2ccccc2)cc1,13,5.0,-5,12,93,-22,13,-10,1,-3
Cn1c2c(c(=O)n(C)c1=O)C(CC(=O)Nc1ccccc1)C(=O)N2 (configuration not stated),-2,-3.5,-2,-5,95,22,3,-1,-2,5
COCC(=O)N1CCCC(N(C)CCc2ccc(OC)c(OC)c2)C1 (configuration not stated),2,-2.1,-6,18,102,10,-12,-3,1,3
O=C(/C=C(O)/C=C/c1ccc(O)cc1)/C=C/c1ccc(O)cc1,-79,3.8,1,25,104,-22,17,-12,-2,-6
Cc1ccc(OCC(=O)N(C)CC(=O)Nc2ccc(F)c(F)c2F)cc1,-3,0.5,-7,5,106,-4,21,-7,0,-8
Cc1ccc(OCC(=O)Nc2nnc(S(=O)(=O)N3CCCCC3)s2)cc1,6,-2.7,5,-14,79,14,-4,2,0,0
Cc1cc(C(=O)CN2C(=O)C(=O)N(CC(C)C)C2=O)c(C)n1C1CC1,-4,-4.8,-1,-8,x,18,20,-9,-4,2
CC(OC(=O)C1CC(=O)N(Cc2ccccc2)C1)C(=O)Nc1ccccc1[N+](=O)[O-] (configuration not stated),1,0.4,-11,5,105,-3,-5,-6,1,2
O=C(NNC(=O)c1ccccc1Br)c1ccc2nc[nH]c2c1,0,-4.1,6,42,x,22,-2,10,-2,-2
CN1CCN(c2ccc(NC(=O)c3ccc(-c4ccc(Cl)cc4)o3)cc2)CC1,5,306*,1,19,x,i,-31,-4,-4,9
O=C(NCc1ccco1)c1cnn2c(C(F)(F)F)cc(-c3ccco3)nc12,0,-1.7,-5,-1,75,10,-10,0,5,4
O=C(NCCCN1CCOCC1)c1cc(-c2ccc(O)cc2)on1,2,-2.3,1,-3,99,13,9,4,0,4
COc1ccc(/C=C2\Oc3cc(OCC(=O)N4CC(O)C[C@H]4C(=O)O)ccc3C2=O)cc1OC (some centres not stated),-1,-2.4,-7,9,105,12,6,-7,-3,2
COC(=O)CC/C(C)=N\Nc1ccc([N+](=O)[O-])cc1[N+](=O)[O-],2,0.2,3,-2,99,-1,-9,4,0,1

# Assay outcomes as filed in PubChem BioAssay.
